Screening results deposited in PubChem BioAssay by Sanford-Burnham Center for Chemical Genomics.
HT1080 cytotoxicity: cytotoxicity in HT1080 fibrosarcoma cells, cell-based, fluorescence readout (AID 620); HT1080 viability, fluorescence; higher % means a stronger effect; one-dose cytotoxicity, % at 10 µM; EC50 in µM for titrated hits; actives 0.42% (n = 87,000); in the data active means cytotoxicity above about 50%;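 further: cells exposed to compound overnight then 4 h with Alamar Blue; 0% = vehicle DMSO and 100% = killing control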
The depositor's hits bear a star.

item	Compound	HT1080 cytotoxicity
1	O=C(Nc1nc(-c2ccc(Cl)cc2)cs1)c1cccnc1	-6%
2	Cc1nn(-c2cc(N3CCOCC3)ccc2[N+](=O)[O-])c(=O)c2ccccc12	-15%
3	Cc1cc(C)n2ncnc2n1	3%
4	CC12CC3CC(C)(C1)CC(C(=O)NC1=NCCS1)(C3)C2	1%
5	Cc1nc2ccccc2nc1N1CCOCC1	-8%
6	Nc1ncnc(Nc2cccc(C(F)(F)F)c2)n1	15%
7	COCCNC(=O)C(c1cccs1)N(Cc1ccccc1)C(=O)Cn1nnc2ccccc21 (centres undefined)	-1%
8	CCOC(=O)N1CCN(C(c2cccnc2)c2ccc3cccnc3c2O)CC1 (centres undefined)	-7%
9	CCCc1nc2oc3c(OCC)ncnc3c2c2c1COC(C)(C)C2	-16%
10	O=C(COc1ccccc1Br)NCc1ccccn1	4%
11	Cn1c2ccccc2c2c(C(=O)N3CCN(C(=O)c4ccco4)CC3)cn(C3CCCCC3)c(=O)c21	-7%
12	O=C(Nc1cccc(C(F)(F)F)c1)C12CC3CC(CC(C3)C1)C2	3%

(list continues)
item	Compound	HT1080 cytotoxicity
13	Cc1[nH]n(C(N)=S)c(=O)c1N=Nc1ccc(S(=O)(=O)N2CCCC2)cc1	-5%
14	COc1ccc(-c2cc(=O)[nH][nH]2)cc1OC	-2%
15	[O-]/[N+](=C\c1ccc(F)cc1)c1ccccc1	-11%
16	CCCCSc1cnn(-c2ccccc2)c(=O)c1SCCCC	-9%
17	CCCn1c(CN2CCN(C)CC2)nc2ccccc21	1%
18	CC(C)Cc1ccc(C(C)C(=O)Nc2nccs2)cc1 (centres undefined)	-3%
19	COC(C(=O)Nc1ccc(F)c(F)c1)c1ccccc1 (centres undefined)	-11%
20	CC1(C)COC(c2cccn2Cc2ccc(F)cc2Cl)=N1	6%
21	Cc1cccn2c(=O)c(/C=C3\SC(=S)N(CC(C)C)C3=O)c(NCCCOC(C)C)nc12	-9%
22	CCCCOC(=O)c1cc(-c2ccc(/C=N/n3cnnc3)o2)ccc1Cl	-3%
23	Cc1ccc(-c2csc(C(C#N)=C3CCCC3)n2)cc1	-6%
24	COCCN(C(=O)C(C)C)c1nnc(-c2ccc(C)cc2)s1	-28%

Along the list, from the results shown:
HT1080 cytotoxicity for nos. 13–22: -5%, -2%, -11%, -9%, 1%, -3%, -11%, 6%, -9%, -3%

Remaining list, next part
item	Compound	HT1080 cytotoxicity
25	COC(=O)c1ccc(NC(=O)CCN2CCN(Cc3ccccc3)CC2)cc1	4%
26	Cc1ccc(C2C(C(=O)O)c3ccccc3C(=O)N2C)o1 (centres undefined)	3%
27	O=S(=O)(CCSc1nc2ccccc2s1)c1nc2ccccc2s1	-1%
28	COC(=O)c1ccccc1Oc1c(F)c(F)nc(N2CCOCC2)c1F	-2%
29	CCCOc1ccc(N2C(=O)CC(NCc3cccs3)C2=O)cc1 (centres undefined)	6%
30	CC1=C(C(=O)OCc2ccccc2)C(c2cccs2)NC(=O)N1CCCC(=O)O (centres undefined)	-1%
31	Cc1cc(C)cc(Oc2ccc(C(F)(F)F)cc2C#N)c1	5%
32	CCn1nnc(-c2ccccc2NC(=O)c2cnccn2)n1	0%
33	O=S(=O)(c1ccc2ccccc2c1)N1C=CC(C(F)(F)F)=NCC1	3%
34	CC(/C=N/n1cnnc1)=C\c1ccccc1	-12%
35	COc1ccc(OCC(=O)O/N=C(\N)Cc2ccc(Cl)cc2Cl)cc1	25%
36	Cn1cc(Cl)c(C(=O)OCC(=O)Nc2nc(-c3ccc(Br)cc3)cs2)n1	-13%

(list continues)
item	Compound	HT1080 cytotoxicity
37	CC1=C(C(=O)Nc2ccccc2C)C(c2ccc(C)o2)n2c(s/c(=C/c3ccccc3)c2=O)=N1 (centres undefined)	-8%
38	CCOC(=O)c1cnn(-c2ccc(Cl)cc2)c1C1CCN(C(=O)OC(C)(C)C)CC1	-3%
39	CCSC1=C(C#N)C(c2ccc3c(c2)OCO3)C2=C(CCCC2=O)N1 (centres undefined)	4%
40	CC(Sc1nc2ccccc2[nH]1)C(=O)O (centres undefined)	-9%
41	Cc1nnc(SCc2nc3ccccc3nc2C)s1	11%
42	Cc1cc(C)nc(Nc2n[nH]c(COc3cccc4ccccc34)n2)n1	-10%
43	Clc1ccc(OCCN2CCOCC2)cc1Cl	-6%
44	COC(=O)c1ccc(C(NC(=O)OCc2ccccc2)/C(C)=C/[C@@H](C)C(=O)NCc2nc3ccccc3s2)cc1 (some centres undefined)	-15%
45	Cc1ccc(-c2n[nH]c(=S)n2/N=C/C=C/c2ccccc2[N+](=O)[O-])cc1	0%
46	Cc1cc(/C=N/NC(=O)CC2(C)OCCO2)c(C)n1-c1ccc(Cl)c(Cl)c1	-18%
47	COC(=O)/C=C1\C(=O)N(c2nc3ccccc3s2)C(=S)N1c1ccc(F)cc1	-13%
48	Cc1ccc(C(C(=O)NC2CCCCC2)N2CCN(C(=O)c3ccco3)CC2)cc1 (centres undefined)	5%

Later entries:
item	Compound	HT1080 cytotoxicity
49	Cc1nc2cc(NC(=O)N3CCCCC3)ccc2n1C	-8%
50	CCc1nccn1S(=O)(=O)c1cc(C)c(OC)cc1C	0%
51	CC(=O)N1N=C(c2ccncc2)OC12CCCCC2	26%
52	Cc1cnc(NC(=O)CSc2nc3ccccc3s2)s1	0%
53	COc1ccccc1-n1cnc2cc(NS(=O)(=O)c3ccc(Br)cc3)ccc21	4%
54	Cc1cccc(NC(=S)N2CCC(N(C)CC3CCCO3)CC2)c1C (centres undefined)	9%
55	COc1ccc(S(=O)(=O)N2CCC(C(=O)N3CCc4ccccc4C3)CC2)cc1Cl	-15%
56	O=S(=O)(c1ccc2ccccc2c1)N1CCN(C2CCN(Cc3ccccc3)CC2)CC1	-6%
57	CCOC(=O)CCN(Cc1sccc1C)S(=O)(=O)c1ccc(F)cc1	-7%
58	CC(=O)Nc1ccc(S(=O)(=O)N2CCN(Cc3cccnc3)CC2)cc1	3%
59	Clc1cnc(N/N=C/c2cccs2)c(Cl)c1	-4%
60	O=C(O)Cc1ccc(-c2ccccc2-c2ccccc2)cc1	-5%

Reformatted field by field: entries from further up
49: Cc1nc2cc(NC(=O)N3CCCCC3)ccc2n1C
  HT1080 cytotoxicity: -8%
50: CCc1nccn1S(=O)(=O)c1cc(C)c(OC)cc1C
  HT1080 cytotoxicity: 0%

(next part)
item	Compound	HT1080 cytotoxicity
61	CCc1ccc(C(=O)c2ccccc2C(=O)O)s1	-6%
62	O=C1OCCC1Sc1nc2cc(Cl)ccc2n1Cc1ccccc1 (centres undefined)	-3%
63	O=C(Nc1ccc(Cl)c(Cl)c1)OCc1cnc(Cl)s1	-11%
64	COc1ccc(C(=O)Nc2ccc(NC(=O)c3ccco3)c(Cl)c2)cc1OC	11%
65	CCOC(=O)c1c(NC(=O)CSc2nnc(Cc3ccccc3)o2)sc(C)c1C	2%
66	Nc1nc(SCC(=O)NCCC(c2ccccc2)c2ccccc2)n[nH]1	-5%
67	CCn1c(COc2ccc(OC)cc2)nc2ccccc21	-4%
68	COC(=O)c1sc(NC(=O)CSc2nncs2)c(C(=O)OC)c1C	2%
69	Cc1ccc(C)c(NC(=O)c2ccc(N(C)S(C)(=O)=O)cc2)c1	6%
70	COC(=O)CSc1nnc(CNc2ccc(Cl)cc2)n1-c1ccccc1	-30%
71	Cc1ccc(CNC(=O)CCNS(=O)(=O)c2ccc(C)cc2)cc1	14%
72	COC(=O)c1cc(NC(=O)CSc2nncn2C)cc(C(=O)OC)c1	0%

Further results.
item	Compound	HT1080 cytotoxicity
73	O=C(NCC1COc2ccccc2O1)C1C2C=CC3(CN(Cc4cccs4)C(=O)C13)O2 (centres undefined)	-7%
74	CCc1c(C)nc2ncnn2c1N1CCCC(C(=O)Nc2ccc(NC(C)=O)cc2)C1 (centres undefined)	-7%
75	CCC(=O)N1CCN(c2ccccc2NC(=O)c2ccc(OC)c(Cl)c2)CC1	-9%
76	COc1ccccc1CCNC(=O)c1cnccn1	2%
77	CC(=O)Nc1cccc(NC(C)=O)n1	-1%
78	Cc1c(NS(=O)(=O)c2ccccc2)c(=O)n(-c2ccccc2)n1C	17%
79	CCN1CCN(C(=O)CN(CC)S(=O)(=O)c2ccc(Cl)cc2)CC1	11%
80	COc1cc(C(c2c(C)[nH][nH]c2=O)c2c(C)[nH][nH]c2=O)ccc1OCc1ccc([N+](=O)[O-])cc1	-1%
81	CC1(C(=O)O)COC(c2ccc([N+](=O)[O-])cc2)OC1 (centres undefined)	-4%
82	CCOc1ccc(NC(=O)CN(C)CC(=O)Nc2cc(Cl)ccc2C#N)cc1OCC	8%
83	O=c1cccc2n1Cc1cc3ccccc3nc1-2	-16%
84	COC(=O)c1ccc(NC(=O)CSc2nnc(COc3c(C)cccc3C)o2)cc1	2%

7 compounds drawn at random from the list so far, as already listed:
item	Compound	HT1080 cytotoxicity
26	Cc1ccc(C2C(C(=O)O)c3ccccc3C(=O)N2C)o1 (centres undefined)	3%
3	Cc1cc(C)n2ncnc2n1	3%
33	O=S(=O)(c1ccc2ccccc2c1)N1C=CC(C(F)(F)F)=NCC1	3%
81	CC1(C(=O)O)COC(c2ccc([N+](=O)[O-])cc2)OC1 (centres undefined)	-4%
84	COC(=O)c1ccc(NC(=O)CSc2nnc(COc3c(C)cccc3C)o2)cc1	2%
31	Cc1cc(C)cc(Oc2ccc(C(F)(F)F)cc2C#N)c1	5%
61	CCc1ccc(C(=O)c2ccccc2C(=O)O)s1	-6%

Following part.
item	Compound	HT1080 cytotoxicity
85	Cc1ccccc1N(C(=O)Cn1nnc(-c2cccs2)n1)C(C(=O)NCCC(C)C)c1ccco1 (centres undefined)	-11%
86	CCCCc1cc(=O)oc2cc(C)cc(O)c12	5%
87	Oc1oc(-c2ccccc2)nc1C=NCc1ccccc1	-4%
88	O=C1CC(SCc2nc3ccccc3[nH]2)C(=O)N1c1cccc(Cl)c1 (centres undefined)	-9%
89	Cc1ccc2nc(NC(=O)CCCc3nc4ccccc4s3)sc2c1	-14%
90	COC(=O)[C@@H]1C[C@H]2CC[C@H](O)C[C@H]2N1Cc1ccc(C(F)(F)F)cc1	-19%
91	c1ccc(C2Nc3ccccc3Oc3ccccc32)cc1 (centres undefined)	-6%
92	COn1c(SCc2ccccc2)nc2ccccc2c1=O	3%
93	CCOc1ccc(N(Cc2cc3ccc(C)cc3[nH]c2=O)S(C)(=O)=O)cc1	27%
94	CC[Si](CC)(CC)c1c2c(nc3ccc(OC)cc13)-c1cccc(=O)n1C2	-6%
95	Cc1cccc(NC(=O)c2sccc2-n2cccc2)c1C	-7%
96	CCOC(=O)N1CCN(C(=O)c2ccc3c(=O)n(CC4CCCO4)c(=S)[nH]c3c2)CC1 (centres undefined)	-16%

Further entries
# | smiles | HT1080 cytotoxicity
97 | Cc1cccn2c(=O)c3cc(C(=O)NCC4CCCO4)c(=N)n(CCN4CCOCC4)c3nc12 (centres undefined) | 9%
98 | O=C(CN1CCCCC1)Nc1cccc2c1OCO2 | 5%
99 | Cc1ccccc1N1C(=O)c2ccccc2NC1c1ccncc1 (centres undefined) | 1%
100 | COC(=O)C1=C(CCc2ccccc2)NC(=O)NC1c1ccc(Cl)cc1 (centres undefined) | -13%
101 | COc1ccc(CNC(=O)COC(=O)C2=COCCO2)cc1 | 3%
102 | CCN(CC)S(=O)(=O)c1ccc(Cl)c(C(=O)NCc2ccccc2Cl)c1 | -3%
103 | Cc1ccc(NC(=O)CC2COc3ccccc3O2)cc1 (centres undefined) | 6%
104 | CCN(CC)c1ccc(N=Cc2ccc(N(CC)CC)cc2O)cc1 | 11%
105 | Cc1ccc(SC(C)C(=O)Nc2c(C)n(C)n(-c3ccccc3)c2=O)cc1 (centres undefined) | -10%
106 | COc1ccccc1C(c1nnnn1Cc1ccccc1)N1CCC(C(N)=O)CC1 (centres undefined) | -4%
107 | c1ccc(Cn2nnc(-c3ccccc3)n2)cc1 | -2%
108 | C1=C2C[N+]3(CCCC3)CC2Cc2ccc3ccccc3c21 (centres undefined) | -16%
109 | CCOc1ccc(S(=O)(=O)N(CCO)CCO)cc1-c1nc2c(C(C)(C)C)nn(C)c2c(=O)[nH]1 | -8%
110 | Cc1ccc(NS(=O)(=O)c2ccc(OCC(=O)N3CCOCC3)cc2)cc1 | -14%
111 | COC(=O)C1=C(C)NC(=O)/C1=C\c1cc(C)n(-c2cc(C)cc(C)c2)c1C | -2%
112 | O=C(c1ccncc1)N1CCN(c2ccc(F)cc2)CC1 | -2%
113 | Cc1ccc(C(C(=O)NC2CCCC2)N(Cc2cccs2)C(=O)c2csnn2)o1 (centres undefined) | -2%
114 | O=Cc1ccc2noc(-c3ccc(F)cc3)c2c1 | -7%
115 | Cc1noc(C)c1COc1ccc(C(=O)OCC(=O)N2CC(=O)Nc3ccccc32)cc1 | -12%
116 | COc1ccc2nc(NC(=O)CSc3nc(C)cc(C)n3)sc2c1 | -20%
117 | Cc1c(C(=O)OCC(C)C)[nH]c2c1C(=O)CC(c1cccs1)C2 (centres undefined) | 66%*
118 | Cc1ccccc1OCc1nc2ccccc2c(=O)n1N | -8%
119 | O=C(COC(=O)c1ccccn1)NC12CC3CC(CC(C3)C1)C2 | 14%
120 | CCc1nnc(NC(=O)c2cccnc2)s1 | -4%
121 | CCCn1nc(CC(=O)OCC)c2ccccc2c1=O | -6%

Later entries:
# | smiles | HT1080 cytotoxicity
122 | Cc1ncc([N+](=O)[O-])n1CC(C)O (centres undefined) | -6%
123 | Cc1ccc(Cl)cc1NC(=O)CCC(=O)Nc1cc(Cl)ccc1C | -6%
124 | CCn1c(CNc2ccc(Cl)cc2)nnc1SCC(=O)OC1CCCCC1 | -7%
125 | Cc1cc(C)c(C#N)c(Oc2ccc(F)cc2)n1 | -28%
126 | CCOc1ccc(C(CC(=O)O)NC(=O)C23CC4CC(CC(C4)C2)C3)cc1 (centres undefined) | 4%
127 | COc1cc(N2CCCC2)c(OC)cc1/C=C(/C#N)c1ccc(Br)cc1 | -5%
128 | Cc1nn(C(=O)N2CCOCC2)c(C)c1C | 6%
129 | CC(C)NS(=O)(=O)c1ccc(NC(=O)C2CCCCC2)cc1 | -11%
130 | COc1cc(NS(=O)(=O)c2ccc(NC(=S)NC(=O)C3CCCC3)cc2)nc(OC)n1 | -4%
131 | CC(C)(c1ccccc1)c1ccc(OCCCNCCO)cc1 | -6%
132 | Cc1cc2ncn(S(=O)(=O)c3ccc(S(=O)(=O)N4CCCCCC4)cc3)c2cc1C | -8%
133 | O=C(Nc1c(F)cccc1F)c1cnc(N2CCN(c3ccccn3)CC2)c2ccccc12 | 0%

Some of the compounds tested; count on the stated rates, not on these rows.
